MITF act: activators of MITF-driven TRPM1 promoter activity in SK-MEL-5 cells. activation, % at 12.5 µM. AID 588334. 300,000 tested, 0.75% active. SK-MEL-5 TRPM1-promoter luciferase, 24 h; % of positive control, neutral wells = 0;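 active = mean activation of at least 80% with every replicate also reaching 80%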;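 also: 0% = neutral control wells and 100% = parthenolide positive control wells; values of inactives mirror those of a sister screen read the other way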
PKA-R2B activ: PKA-R2B complex activation; P22694+P31323; PKA-R2B holoenzyme dissociation, Cy5-IP20 fluorescence polarization; R2B truncated from residue 108, S112A mutant; 0% DMSO only, 100% 113 µM cGMP; activation, % at 11.4 µM; 340,000 tested, 0.079% active; AID 504700;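 active = activation above a cutoff set at the mean over all compounds plus 3 SD, cut at about 18% in these data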;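 also: higher means more holoenzyme dissociation and a rise in polarization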
Target sequence (P31323 whole entry, looked up, other chains not shown, the tested form may be a part): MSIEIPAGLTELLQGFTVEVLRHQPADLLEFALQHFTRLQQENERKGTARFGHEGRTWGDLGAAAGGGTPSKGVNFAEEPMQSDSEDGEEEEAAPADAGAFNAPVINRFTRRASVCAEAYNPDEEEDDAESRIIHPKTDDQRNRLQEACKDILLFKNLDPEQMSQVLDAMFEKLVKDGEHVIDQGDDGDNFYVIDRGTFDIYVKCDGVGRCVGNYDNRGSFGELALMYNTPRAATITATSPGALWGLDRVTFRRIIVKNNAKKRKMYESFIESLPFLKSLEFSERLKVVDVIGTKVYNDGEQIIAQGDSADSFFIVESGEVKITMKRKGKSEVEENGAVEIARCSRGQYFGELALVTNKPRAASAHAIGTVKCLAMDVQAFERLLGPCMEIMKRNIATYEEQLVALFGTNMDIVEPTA
dFosB act: mouse delta FosB homodimer activation; P13346; 340,000 tested, 0.99% active; AID 493131; activation, % at 25 µM; purified delta FosB, TAMRA-CDK5 oligo fluorescence polarization; percent of positive-control signal above neutral wells;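 active = mean activation above about 17%, with every replicate also reaching it, limit read from the data, passing the limit was not always enough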;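 also: fluorescence polarization rise as delta FosB binds a TAMRA Cdk5 AP-1 oligo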
Target sequence (P13346 whole entry, looked up): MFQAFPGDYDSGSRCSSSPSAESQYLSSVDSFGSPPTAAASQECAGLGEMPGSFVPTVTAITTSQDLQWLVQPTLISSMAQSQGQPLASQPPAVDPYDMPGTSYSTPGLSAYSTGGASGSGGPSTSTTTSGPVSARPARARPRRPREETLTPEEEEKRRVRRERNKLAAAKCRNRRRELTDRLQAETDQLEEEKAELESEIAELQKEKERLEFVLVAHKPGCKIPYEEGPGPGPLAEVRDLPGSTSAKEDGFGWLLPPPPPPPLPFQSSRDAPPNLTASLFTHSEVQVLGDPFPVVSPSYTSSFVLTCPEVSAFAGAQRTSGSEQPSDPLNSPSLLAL
SUMO Mot1 rescue: blocks SUMOylation pathway, rescuing yeast Mot1-301 growth. growth rescue, % at 18.8 µM. S. cerevisiae Mot1-301 growth rescue, ATP luminescence, 38.5C; percent above DMSO median, 100 means doubled. 320,000 tested, 1% active;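 active = every valid replicate shows activation above 250% relative to neutral control wells; inactive = the rest, any valid replicate at or below 250%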;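 also: OY570 slx delta 5 strain wells were the positive control but not used for scaling; some compounds called inactive have numbers as strong as hits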
SR-BI DiI-HDL act: SR-BI HDL lipid transfer activation | CHO ldlA[mSR-BI] cells, DiI-HDL uptake fluorescence, 3 h; 100 = double the neutral-control signal | activation, % at 12.5 µM | 320,000 tested, 0.096% active | AID 504775;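 active = mean replicate activation of at least 60% and every replicate at or above 60%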;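 also: 0% = median plate neutral-control signal and 100% = twice that signal; values of inactives mirror those of a sister screen read the other way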
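material = CHO ldlA[mSR-BI] cells | medium = Ham's F12 with 0.5% BSA, HEPES 25 mM, pH 7.4 | reagent = fluorescent DiI-HDL, 10 µg/mL final | compound dosing = single-point compound dose | incubation = 3 h, 37 °C | measured by = bottom-read fluorescence, 550/595 nm | measure = HDL uptake via cellular fluorescence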
SR-BI DiI inh: inhibitors of mouse SR-BI mediated HDL lipid uptake. Q61009. 320,000 tested, 0.96% active. inhibition, % at 12.5 µM. ldlA[mSR-BI] CHO cells, DiI-HDL uptake fluorescence, 3 h;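 active = mean replicate inhibition of at least 70% and a set share of replicates each scoring 70 or more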;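 also: 0% = median of neutral control wells and 100% = median of positive control wells; values of inactives mirror those of a sister screen read the other way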
CDK5 p35 inh: CDK5/p35 (human) kinase inhibition; Recombinant CDK5/p35, ADP-Glo luminescence, 60 min; inhibition, % at 10 µM; 330,000 tested, 0.01% active; AID 488839;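 active = highest replicate inhibition of at least 50% and at least 75% of replicates reaching 50%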;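 also: plate controls were DMSO neutral control for no effect and GW8510 at 10 µM for full effect; many of its hits are not listed in these tables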
Arr AP2 block: human beta-arrestin and AP2 interaction inhibition; AID 504490; inhibition, % at 10 µM; FITC-arrestin peptide / GST-AP2 beads, flow cytometry; AP2 beta2 appendage carries R879A mutation; 340,000 tested, 0.31% active;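 active = inhibition above a set limit, near 3 SD of compounds lacking own fluorescence, cut at about 54% in these data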;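 also: plate controls were DMSO wells for no effect and 5 µM unlabelled arrestin peptide for full effect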
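System: GST-AP2 R879A bound to glutathione beads, E. coli-expressed. Also added: 50 nM FITC-arrestin peptide. Schedule: compound with beads 12 min RT, then probe 1 h RT. Signal: bead flow cytometry, FITC channel. Read-out basis: percent response.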
PKA-R1A activ: PKA-R1A complex activation. P00514+P68181. PKA-R1A dissociation, Cy5-IP20 fluorescence polarization; scaled: DMSO 0%, 113 µM cGMP 100%. activation, % at 11.4 µM. 340,000 tested, 0.083% active;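 active = percent activation above the mean of all tested compounds plus 3 SD, cut at about 19% in these data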;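 also: higher means more PKAc released from R1A so a rise in polarization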
NSD2 inh: NSD2 (human) methyltransferase inhibition; 310,000 tested, 0.54% active; NSD2 peptide methylation, AlphaScreen, 120 min; inhibition, % at 12.5 µM; AID 743445; in the data active = inhibition above about 50%
DSG3 Ab inh: human desmoglein-3 autoantibody binding inhibition | 310,000 tested, 0.48% active | binding (percent of control), % at 10 µM | DSG3-coupled beads, scFv-anti-DSG3-GFP binding, flow cytometry; hits give low values | AID 588358;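 active = binding more than 3 SD below its plate's average and above zero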;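 also: hits lower antibody fragment binding to DSG3; some compounds called inactive have numbers as strong as hits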
The depositor's hits bear a star; . = not tested or not shown.

SMILES | MITF act | PKA-R2B activ | dFosB act | SUMO Mot1 rescue | SR-BI DiI-HDL act | SR-BI DiI inh | CDK5 p35 inh | Arr AP2 block | PKA-R1A activ | NSD2 inh | DSG3 Ab inh
COc1ccccc1CN(C)CC(=O)Nc1cccc(S(=O)(=O)N2CCCC2)c1 | 6 | 7 | -6 | -14 | -10 | 10 | -0.8 | -10 | -7 | 1 | 91
Cc1c(Cl)cccc1NC(=O)CCCCCN1C(=O)CCC1=O | . | -4 | -7 | -2 | 18 | -18 | -0.4 | -2 | -11 | -1 | 107
Cc1ccc(CCN2C(=O)CCC2(C)C(=O)NC2CCCC2)cc1 (configuration not stated) | . | 8 | 1 | 6 | 2 | -2 | -1.6 | -4 | 3 | . | 101
Cc1cc(CN(C)C(=O)c2ccc3nc(Cc4ccccc4F)oc3c2)n[nH]1 | 0 | 7 | -8 | 72 | 4 | -4 | -0.8 | 5 | 8 | -3 | 107
Cc1ccccc1C(=O)NC1CCN(CC(=O)Nc2nccs2)CC1 | -7 | 3 | 3 | -12 | 17 | -17 | 0.8 | 0 | 1 | 0 | 109
N#Cc1c(-c2ccc(Cl)cc2)ccn2nc(C3CCCCC3)nc12 | 90* | 6 | -14 | 10 | -27 | 27 | 1.4 | -2 | 2 | 5 | 116
CCN(CC)c1ccc(NS(=O)(=O)c2ccc3c(c2)oc(=O)n3C)c(C)c1 | . | -6 | -6 | 4 | 6 | -6 | 1.3 | 5 | 11 | . | 94
Fc1ccc(Nc2nc3ccccc3s2)cc1 | 67 | 4 | -5 | 22 | -18 | 18 | 0.1 | -13 | -3 | -1 | 105
CC(NC(=O)c1cnc2ccccc2n1)c1ccccc1 (configuration not stated) | -6 | 7 | -13 | -5 | . | . | 0.2 | -16 | 7 | 1 | .
CCCc1cc(=O)oc2cc(OCc3cc(OC)c(OC)c(OC)c3)c(Cl)cc12 | -7 | -3 | 10 | -9 | 9 | -9 | 0.4 | 16 | -1 | 2 | 83
CSCC[C@H](NC(=O)OC(C)(C)C)C(=O)N/N=C/c1cccc2cccnc12 | -11 | 7 | -9 | -6 | -20 | 20 | 0.5 | 36 | -2 | -2 | 111
C/C=C/c1ccc(OCC(=O)Nc2cc(Cl)ccc2-n2cncn2)c(OC)c1 | 4 | 1 | -9 | 17 | -62 | 62 | 0.0 | 9 | -6 | -5 | 94
Oc1ccc(Br)cc1CNc1cnc2ccccc2c1 | . | -7 | -10 | 117 | -2 | 2 | 0.2 | 8 | -7 | -1 | 115
Clc1ccc(-c2cc(COc3ccc4ccccc4c3)no2)cc1 | -8 | 3 | -4 | -2 | -2 | 2 | -2.0 | 4 | 1 | -7 | 102
CCCCOCCCNC(=O)Cc1ccccc1OC | -2 | 3 | 3 | 33 | -1 | 1 | -1.5 | 21 | -2 | -5 | 96
O=C(c1ccc(O)c(Br)c1)c1cc(Br)ccc1O | -9 | 1 | -5 | . | -3 | 3 | -0.8 | -4 | 4 | 2 | 95
CN(CCOc1ccccc1)S(=O)(=O)c1ccccc1C#N | 11 | -6 | 2 | 66 | -1 | 1 | -0.5 | 42 | 0 | -5 | 97
O=C(c1ccc(N2CCCS2(=O)=O)cc1)N1CCN(c2ccccc2)CC1 | 5 | -3 | -7 | 157 | -2 | 2 | -1.1 | -4 | -5 | 0 | .
CC(=O)Nc1ccc(NC(=O)C(C)Sc2nc3nc(C)cc(C)n3n2)cc1 (configuration not stated) | 1 | 2 | -4 | 12 | -6 | 6 | 1.8 | 14 | 3 | -5 | 112
OC1(c2ccccc2)CNCCc2ccccc21 (configuration not stated) | -4 | -3 | 4 | -10 | 13 | -13 | -1.5 | -3 | 6 | 3 | 100
CC(C)(C)c1cccc(C2(O)C(=O)c3ccccc3C2=O)c1O | -9 | -2 | -3 | 18 | 3 | -3 | 1.1 | -19 | 2 | 4 | 100
COc1cccc(NC(=O)C2CCCN(S(=O)(=O)c3cccc4nonc34)C2)c1 (configuration not stated) | -1 | -5 | 8 | 198 | -11 | 11 | -0.6 | 21 | -3 | -4 | 106
O=C(COc1cccnc1[N+](=O)[O-])N1CCc2ccccc2C1 | 2 | -18 | -1 | 11 | 45 | -45 | 2.3 | -3 | -14 | 1 | 84
C=C(CO)C1Cc2cc(C(C)=O)ccc2O1 (configuration not stated) | -7 | 0 | 5 | -10 | 23 | -23 | -2.1 | 23 | -10 | . | 98
O=S(=O)(C/C(=C/CO)S(=O)(=O)c1ccccc1)c1ccccc1 | . | 2 | -2 | -5 | 19 | -19 | 0.6 | 9 | 15 | 6 | 100
Further entries.
SMILES | MITF act | PKA-R2B activ | dFosB act | SUMO Mot1 rescue | SR-BI DiI-HDL act | SR-BI DiI inh | CDK5 p35 inh | Arr AP2 block | PKA-R1A activ | NSD2 inh | DSG3 Ab inh
O=C(CN(Cc1ccccc1Cl)C(=O)c1csnn1)NCc1ccc(F)cc1 | 14 | 2 | -2 | -17 | -6 | 6 | 0.9 | 9 | -8 | -3 | 80
CC1CCN(C(=O)CN(CCc2ccccc2)S(C)(=O)=O)CC1 | . | -4 | 2 | 7 | -7 | 7 | -1.0 | 22 | -9 | -3 | 99
Cc1cnc(C(=O)OCC(=O)Nc2cccc(Cl)c2)cn1 | 16 | 4 | 0 | 2 | 31 | -31 | -2.8 | -5 | -5 | 0 | 83
COc1ccc(/C=C/C(=O)N2CCCC2)cc1OC | 1 | -5 | -1 | . | 10 | -10 | 0.0 | 1 | 5 | -2 | 105
COc1ccccc1NC(=S)NCc1cccnc1 | 6 | 5 | -1 | -1 | 2 | -2 | 1.4 | 7 | -1 | . | .
COc1ccc(C2C=C(C34CC5CC(CC(C5)C3)C4)NC(=S)N2)cc1 (configuration not stated) | 3 | 1 | -4 | -10 | -50 | 50 | 1.2 | -5 | -12 | 3 | 96
c1ccc(C2(CN3CCNC[C@H]3Cc3cccc4ccccc34)CC2)cc1 | . | 1 | -3 | 28 | 21 | -21 | 1.2 | 0 | -4 | . | 122
O=C(/C=C/c1cccc(Cl)c1)Nc1ncccn1 | 44 | -7 | -15 | 22 | 33 | -33 | 0.4 | -3 | -6 | -2 | 81
CC(=O)c1ccc(N2CCN(C(=S)Nc3ccccc3C(F)(F)F)CC2)cc1 | -7 | 0 | -9 | -16 | -19 | 19 | -0.5 | -5 | -4 | -2 | 97
O=C(CSc1nc2c(cnn2-c2ccccc2)c(=O)[nH]1)N1CCOCC1 | 2 | -2 | 1 | 102 | 3 | -3 | -1.4 | 2 | -25 | -2 | 96
c1ccc(N2CCN(Cc3cnc(N4CCOCC4)s3)CC2)cc1 | -13 | 6 | -2 | 14 | 4 | -4 | -6.5 | -1 | -7 | 0 | 118
CC(C)NC(=O)c1n[nH]c(=O)c2ccccc12 | -4 | 5 | -1 | 2 | 5 | -5 | 0.3 | 6 | -12 | 2 | .
Cc1ccc(CNS(=O)(=O)c2cc3c(cc2C)N(C)CCO3)cc1 | . | 6 | -9 | 9 | 26 | -26 | -0.1 | -4 | 2 | . | 95
CCNc1nc(NCC)nc(N/N=C(\C)c2ccc(OC)cc2)n1 | 2 | 2 | -1 | 60 | -8 | 8 | -0.7 | 34 | -16 | -3 | 102
O=C(Cc1cccs1)NCc1cccc(Br)c1 | 57 | 5 | 1 | 365 | -7 | 7 | 1.7 | 11 | -12 | -3 | 105
COc1ccc2sc(-c3ccc(SC)cc3)c(/C=C/c3ccc(OC)c(OC)c3)c2c1 | 0 | 8 | -3 | 1 | -48 | 48 | 0.6 | 22 | 7 | . | 90
COC(=O)c1cc(C(=O)OC)cc(N2C(=O)CC(Sc3nc(C)cc(C)n3)C2=O)c1 (configuration not stated) | 8 | 6 | -6 | 225 | -15 | 15 | -7.2 | -1 | 2 | 0 | 102
CN(C)CCCn1c(SCC(=O)N2c3ccccc3Sc3ccccc32)nc2ccccc2c1=O | -24 | -16 | 24* | 10 | 7 | -7 | 0.7 | 8 | -11 | 9 | 117
Nc1nc(CN2CCN(c3ccc(F)cc3)CC2)nc(N2CCCc3ccccc32)n1 | . | 0 | -17 | -5 | -1 | 1 | 0.6 | 1 | 7 | 18 | 103
c1ccc2c(c1)ccc1[nH]c3c(c12)CCCC3 | 1 | -7 | -5 | . | -26 | 26 | 1.3 | 23 | -11 | 5 | 95
Cc1[nH][nH]c(=O)c1C(c1ccc(-c2ccc(C(=O)O)cc2)o1)c1c(C)[nH][nH]c1=O | -6 | -6 | 4 | . | 3 | -3 | 4.0 | 0 | -7 | 89* | 98
COc1ccc(C(=O)N/C(=C\c2ccco2)C(=O)NCCCn2ccnc2)cc1 | 6 | -8 | -1 | -7 | -7 | 7 | 1.1 | -1 | 10 | -3 | 119
CC(C)CC(=O)Nc1ccc(Oc2ccc(NC(=O)CC(C)C)cc2)cc1 | -1 | -2 | -5 | 141 | 13 | -13 | 0.1 | 2 | -1 | . | .
Cc1cc(C)n2nc(C(=O)NNC(=O)c3ccc(Cl)cc3)nc2n1 | 35 | -6 | -8 | -18 | . | . | -0.9 | 4 | -1 | -1 | 100
O=C(NNc1ccccc1F)c1ccccc1 | . | -13 | 7 | -8 | 22 | -22 | 1.9 | 2 | -4 | -1 | 112
(more compounds)
SMILES | MITF act | PKA-R2B activ | dFosB act | SUMO Mot1 rescue | SR-BI DiI-HDL act | SR-BI DiI inh | CDK5 p35 inh | Arr AP2 block | PKA-R1A activ | NSD2 inh | DSG3 Ab inh
CCN1CCN(c2ccc(NC(=O)c3cc4ccccc4cc3OC)cc2C)CC1 | 24 | 9 | 14 | 58 | -49 | 49 | 1.1 | -37 | 0 | 8 | 105
COc1cc(/C=C2\SC(=Nc3c(C)n(C)n(-c4ccccc4)c3=O)NC2=O)ccc1O | -2 | -1 | -3 | . | 3 | -3 | 0.1 | -7 | 7 | 2 | 87
Cc1ccnc(NC(=O)c2ccc(Cl)s2)c1 | 87* | 4 | 0 | 68 | 30 | -30 | 1.4 | -2 | 2 | -3 | 96
COc1ccccc1N1CCN(C(=O)c2ccc(Br)s2)CC1 | 2 | -9 | -7 | 2 | 25 | -25 | 1.6 | -13 | -2 | -1 | 103
Cc1cccc(CN2CCN(CC(=O)NCCCN3CCN(c4ccc(F)cc4)CC3)C2=O)c1 | -22 | 9 | -3 | -1 | -35 | 35 | 0.5 | -3 | -17 | 5 | 101
O=C(N/N=C/c1ccc(Cl)cc1)Nc1ccccc1 | 95* | 2 | 4 | -20 | -8 | 8 | 2.8 | -2 | -2 | -4 | 101
